High-throughput results: PubChem BioAssay, Sanford-Burnham Center for Chemical Genomics
NR3A LBD binder: NR3A (human) ligand-binding domain modulation; NR3A LBD differential scanning fluorimetry, Tm shift; 0% = protein alone, 100% = glycine-bound protein; Tm shift relative to glycine control, % at 25 µM; 340,000 compounds, 2.5% hits; AID 1259313;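 active means melting temperature shift of at least 10% of the positive control shift, at one fixed dose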
MPTP block: inhibitors of mitochondrial permeability transition pore; inhibition, % at 10 µM; isolated mouse mitochondria, Ca2+ swelling absorbance, 30 min; 360,000 compounds, 1.4% hits;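 active means inhibition of 50% or more, scaled per plate between neutral and stimulator controls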;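 further: 0% = DMSO wells given calcium and 100% = 1 mM EGTA wells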
mIAP inh: mouse IAP inhibition; purified mouse IAP, CDP-Star luminescence, 30 min; inhibition, % at 10 µM; 330,000 compounds, 0.2% hits;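 active means inhibition of at least 40% at 10 µM in the primary screen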;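 further: plate controls were DMSO with enzyme for no effect and no enzyme wells for full effect; values of inactives mirror those of a sister screen read the other way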
APOBEC3A inh: inhibitors of human APOBEC3A DNA deaminase; P31941; recombinant A3A, FAM/TAMRA ssDNA deamination fluorescence; inhibition, % at 20 µM; 330,000 compounds, 0.41% hits;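 active means at least 40% inhibition at 20 µM here, with at most 30% in a related deaminase screen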;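 further: plate controls were A3A with DMSO for no effect and wells lacking A3A enzyme for full effect; some results filed as inactive read as strong as hits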
Target sequence (P31941 whole entry, looked up): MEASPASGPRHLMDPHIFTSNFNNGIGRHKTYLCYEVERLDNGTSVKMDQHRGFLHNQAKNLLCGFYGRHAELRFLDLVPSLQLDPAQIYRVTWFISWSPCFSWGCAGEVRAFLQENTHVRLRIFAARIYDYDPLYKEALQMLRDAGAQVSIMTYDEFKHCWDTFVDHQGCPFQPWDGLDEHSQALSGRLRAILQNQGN
mIAP act: increases mouse intestinal alkaline phosphatase activity. activation factor at 10 µM. muIAP, CDP-Star luminescence, 30 min; hits give high values; 1 = vehicle-only enzyme signal, 0 = enzyme-free wells. 330,000 compounds, 0.24% hits;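 active means activation factor of at least 2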; further: the source names both 10 and 20 µM as test concentration; values of inactives mirror those of a sister screen read the other way
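Assay system: mouse IAP enzyme; Reagent: CDP-Star chemiluminescent phosphatase substrate; Compound: DMSO-dissolved test compounds; Incubation: 30 min, room temperature; Technique: luminescence from enzymatic CDP-Star hydrolysis; Controls: DMSO-only wells and no-enzyme negative control.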
A3G deaminase: inhibitors of human APOBEC3G DNA deaminase; Q9HC16; inhibition, % at 20 µM; 330,000 compounds, 0.28% hits; AID 493012; recombinant A3G, ssDNA deamination FAM/TAMRA fluorescence;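 active means inhibition of at least 40% at 20 µM, with no more than 30% in the related APOBEC3A deaminase screen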;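 further: plate controls were DMSO wells with A3G for no effect and wells lacking A3G enzyme for full effect; some compounds called inactive have numbers as strong as hits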
beta cell repl: MIN6 beta-cell proliferation induction | MIN6 cells proliferation, ATPlite luminescence, 48 h; cells starved in 0.2% serum; 100% = growth in 10% serum | proliferation, % at 10 µM | 330,000 compounds, 0.29% hits;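 active means compounds whose signal lies at least 3.5 SD above the mean of all wells on their plate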;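 further: 0% = DMSO-treated cells in low-serum medium and 100% = 10% serum control; some compounds called inactive have numbers as strong as hits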
hIAP inh: blocks human intestinal alkaline phosphatase | P09923 | purified IAP, CDP-Star luminescence, 30 min | inhibition, % at 10 µM | 330,000 compounds, 0.12% hits;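 active means inhibition reaching a set limit with compound at 10 µM in the primary screen, cut at about 35% in these data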;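 further: plate controls were DMSO wells with enzyme for no effect and no-enzyme buffer wells for full effect; values of inactives mirror those of a sister screen read the other way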
Target sequence (P09923 whole entry, looked up): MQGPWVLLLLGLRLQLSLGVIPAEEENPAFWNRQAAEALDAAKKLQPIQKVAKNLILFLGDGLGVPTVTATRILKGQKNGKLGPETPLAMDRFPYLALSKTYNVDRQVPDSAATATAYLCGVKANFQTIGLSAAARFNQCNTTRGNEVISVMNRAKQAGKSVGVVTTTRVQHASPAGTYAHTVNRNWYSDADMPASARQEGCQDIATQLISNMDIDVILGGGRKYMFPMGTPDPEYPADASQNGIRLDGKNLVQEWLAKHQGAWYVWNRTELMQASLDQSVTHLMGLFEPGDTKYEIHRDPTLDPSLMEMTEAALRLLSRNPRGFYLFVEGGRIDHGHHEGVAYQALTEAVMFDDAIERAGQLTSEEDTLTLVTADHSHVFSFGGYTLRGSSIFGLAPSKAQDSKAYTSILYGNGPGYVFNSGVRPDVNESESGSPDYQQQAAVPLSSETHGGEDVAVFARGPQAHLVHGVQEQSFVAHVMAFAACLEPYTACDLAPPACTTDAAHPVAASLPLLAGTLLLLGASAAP
hIAP act: increases human intestinal alkaline phosphatase activity; purified human IAP, CDP-Star luminescence, 30 min; hits give high values; 1 = vehicle-only enzyme, 0 = enzyme-free background; activation factor at 10 µM; 330,000 compounds, 0.16% hits; AID 2524;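 active means activation factor of the enzyme at least 2-fold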; further: the source names both 10 and 20 µM as test concentration; values of inactives mirror those of a sister screen read the other way
Active calls of the source: *.

molecule	NR3A LBD binder	MPTP block	mIAP inh	APOBEC3A inh	mIAP act	A3G deaminase	beta cell repl	hIAP inh	hIAP act
CCOc1ccccc1NC(=O)c1cc(-c2cc(OC)c(OC)c(OC)c2)nc2ccccc12	1	-0.6	-2	-2	1	-7	0	11	0.89
CC1CC(N(C(=O)c2ccc(Cl)cc2)c2ccccc2)c2ccccc2N1C(=O)c1ccco1 (stereo not given)	-2	0.8	-7	-1	1.1	1	-4	-28	1.3
COc1ccc(C)cc1S(=O)(=O)Nc1cc2c3c(c1)CCC(=O)N3CCC2	-4	-1.0	7	-4	0.93	-7	0	-5	1.1
CC(OC(=O)C1CC(=O)N(Cc2ccco2)C1)C(=O)Nc1cccc(C#N)c1 (stereo not given)	-1	-2.3	4	-3	0.96	-7	-1	-15	1.2
COc1ccccc1C(=O)NC(=O)COC(=O)c1cccc(OC(F)F)c1	3	0.5	3	2	0.97	-7	1	3	0.97
CN(C)CCCN(C(=O)c1ccc(S(=O)(=O)N(C)Cc2ccccc2)cc1)c1nc2cc3c(cc2s1)OCO3	-13	-1.2	3	-2	0.97	-4	-6	14	0.86
CCOC(=O)Cn1c(=O)n(C2CCCC2)c(=O)c2ccccc21	-1	-0.4	-3	-5	1	-8	0	-3	1
COc1ccc(NC(=O)C2CCC(N3C(=O)C4CCCCC4C3=O)CC2)cc1 (stereo not given)	-1	-0.1	-2	-1	1	-3	0	1	0.99
CCC(CO)Nc1ccc(-c2nn(C)c(=O)c3ccccc23)cc1[N+](=O)[O-] (stereo not given)	1	0.9	10	-1	0.9	-2	0	-2	1
COc1ccc(CNc2oc(COc3ccccc3)nc2C#N)cc1	-9	2.6	-2	0	1	0	0	-9	1.1
Cn1c(=O)c2c(ncn2CCNC2=NCCCCC2)n(C)c1=O	-1	1.2	9	1	0.91	-8	-1	-16	1.2
O=C(CN1CCN(Cc2ccccc2)CC1)Nc1ccc2c(c1)CCC2	3	-1.0	-10	-6	1.1	-7	-1	-18	1.2
O=C1NCCCC1C(=O)N/N=C/c1ccccc1O (stereo not given)	0	3.6	-7	-1	1.1	0	-2	-49	1.5
Cc1nn(C)cc1C(C)NC(=O)c1cc(COc2c(F)cccc2F)on1 (stereo not given)	2	0.5	3	-4	0.97	-6	-4	13	0.87
Cc1nonc1C(=O)N1CCCC(Nc2ccc(C(C)C)cc2)C1 (stereo not given)	-1	0.1	8	-6	0.92	-5	-2	-31	1.3
Cc1c(O)c(=O)ccn1C	-1	-3.6	-9	0	1.1	4	-2	-8	1.1
CC1CN/C(=C\C(=O)c2ccccc2)C(=O)N1 (stereo not given)	-1	-3.0	6	-7	0.94	-6	-1	-7	1.1
Cc1c(O)ccc(C(=O)COc2ccc(F)cc2)c1O	2	1.9	-3	4	1	-4	1	6	0.94
CCN(CC)S(=O)(=O)c1ccc(C)c(NC(=O)CNCCN(C(C)C)C(C)C)c1	0	1.2	4	-2	0.96	-10	0	-11	1.1
Cc1cc(CNC(=O)c2cccc([N+](=O)[O-])c2)c2ccccc2n1	0	-1.2	-3	0	1	-5	-3	1	0.99
O=C(Nc1sc2c(c1C(=O)O)CCC2)c1ccccc1	0	0.6	17	25	0.83	12	-3	-12	1.1
O=C(Nc1cccnc1)c1cc(-c2ccc(Br)cc2)on1	2	0.0	-6	-3	1.1	-10	-3	20	0.81
CCOc1ccc(Br)cc1C(=O)N/N=C/c1cccnc1	2	-0.6	5	0	0.95	-4	1	11	0.89
CCSc1ccc(C(=O)Nc2cccc(C)n2)cc1[N+](=O)[O-]	1	0.6	-7	2	1.1	-3	0	4	0.96
COc1ccccc1NC(=O)CCN1C(=O)/C(=C/c2cc(OC)c(OC)c(OC)c2)SC1=S	2	1.3	12	-6	0.89	-6	-4	10	0.9
O=C(CSc1n[nH]c(=O)[nH]c1=O)c1ccc([N+](=O)[O-])cc1	-1	1.2	12	2	0.88	-6	0	2	0.98
O=C(Nc1ccc(CN2CCOCC2)cc1)c1cc(Br)ccc1Cl	-2	1.2	8	-3	0.92	-8	-2	-1	1
CN1CCC(N(C)S(=O)(=O)c2ccc(Cl)cc2)CC1	4	-0.1	3	-3	0.97	-5	-3	-11	1.1
Cc1nc(/C=C/c2ccccc2)[nH]c(=O)c1-c1ccccc1	0	-0.7	0	1	1	-2	-2	-7	1.1
CCOc1ccc(NC(=O)CC(=O)Nc2ccc(OCC)cc2)cc1	2	-0.3	1	0	0.99	-5	-2	4	0.96
CCCOc1ccc(/C(O)=C2\C(=O)C(=O)N(c3ccccn3)C2c2ccccc2F)cc1C (stereo not given)	-2	3.0	6	-3	0.94	-6	-4	2	0.98
CC(=O)N1CCOc2ccc(S(=O)(=O)N3CCN(c4cc(C)ccc4C)CC3)cc21	-1	0.3	1	-2	0.99	-2	-8	-12	1.1
COc1cccc(C(=O)N/N=C(\C)CC(=O)Nc2ccc(N(C)C)cc2)c1	1	-0.1	3	-4	0.97	-3	-4	-16	1.2
Cc1ccc(CNc2nc3ccccc3n3nnnc23)cc1	0	-0.3	1	-3	0.99	-11	-3	-10	1.1
CCOc1ccc(/C=C/C(=O)OC(C)C(=O)NC2CCCCC2C)cc1OC (stereo not given)	3	1.3	6	-3	0.94	-8	9	3	0.97
C[C@H](CO)N1C[C@H](C)[C@@H](CN(C)C(=O)Nc2ccc3c(c2)OCO3)Oc2ccc(NC(=O)Cc3ccccc3)cc2C1=O	-2	-1.1	-22	-3	1.2	-6	-1	-6	1.1
Cc1ccc(N(C(=O)CC2NC(=O)NC2=O)C2(C(=O)NC3CCCC3)CCCCC2)cc1 (stereo not given)	-6	0.3	21	4	0.79	0	1	-8	1.1
O=C(CN1C(=O)C2CC=CCC2C1=O)NCC(=O)Nc1ccc(F)c(F)c1 (stereo not given)	-2	-1.8	8	-2	0.92	-5	4	5	0.95
COc1ccc(CNS(=O)(=O)c2c(C)[nH]c(C)c2C(=O)N2CCCC2)cc1	-3	-2.1	-3	1	1	0	8	-7	1.1
Cc1ccc(-c2nc(N/N=C/c3cccnc3)c3ccccc3n2)cc1	-7	0.7	-2	-2	1	-6	-4	-7	1.1
COc1ccc(-n2nc3ccc(NS(C)(=O)=O)cc3n2)cc1Cl	22*	3.1	-9	-2	1.1	-4	0	38*	0.62
O=C(CCNS(=O)(=O)c1cccs1)N1CCN(c2ccc(F)cc2)CC1	-1	-0.6	1	1	0.99	-12	1	20	0.8
Cc1cccc(NC(=S)N(CCCN2CCOCC2)Cc2cn(C)c3ccccc23)c1	3	-1.9	-8	-9	1.1	-5	-1	-3	1
Cc1ccc(S(=O)(=O)Oc2cccc(N3C(=O)C4CC=CCC4C3=O)c2)cc1 (stereo not given)	-1	1.7	2	-1	0.98	-2	-1	11	0.89
CCOc1ccc2nc(SC3CC(=O)N(c4ccc(C)cc4)C3=O)sc2c1 (stereo not given)	3	0.3	7	-7	0.93	-6	-6	-6	1.1
COc1ccc(-n2c(=O)c3c4c(sc3n(CC(=O)NCc3ccco3)c2=O)CCC4)c(OC)c1	0	-1.0	-11	-3	1.1	-4	5	-21	1.2
Cc1ccc(NS(=O)(=O)c2ccc(NC(=O)c3cccs3)cc2)cc1	20*	1.4	0	2	1	2	-1	-8	1.1
CCc1noc(C)c1C(=O)Nc1nc(-c2ccccc2)c(C(C)=O)s1	-4	0.7	6	-7	0.94	-8	-4	10	0.9
O=C1CSC(=S)N1/N=C/C=C/c1ccccc1	-3	-0.5	37	0	0.63	-7	0	-4	1
CC(C)N1CCN(S(=O)(=O)c2ccc3ccccc3c2)CC1	-1	0.3	2	-3	0.98	-1	-1	-11	1.1
Cc1[nH]n(-c2ccccc2)c(=O)c1N=Nc1ccc(C(=O)O)cc1	4	-0.1	6	8	0.94	-5	1	4	0.96
CCCCCCCOc1ccc(C(=O)Nc2cccnc2)cc1	-9	19	-12	-6	1.1	-10	-3	-6	1.1
CSc1ncccc1C(=O)Nc1nc2ccc(F)cc2s1	12*	5.6	10	1	0.9	-15	-1	-1	1
CCCCc1nc2cc(C(=O)N3CCNC(=O)C3CC(=O)OC)ccc2o1 (stereo not given)	0	0.1	3	-3	0.97	-6	-2	-4	1
O=C1CC(c2ccco2)Sc2ccccc2N1 (stereo not given)	-1	-0.9	4	-1	0.96	-5	3	-3	1
Cc1cc(C)c2nc(NNC(=O)c3ccc(S(=O)(=O)N4CCCCC4)cc3)sc2c1	0	2.4	-2	1	1	0	-7	-22	1.2
CCOC(=O)c1c(C)n(C)c2cc(CN(C)C)c(O)c(S(=O)(=O)c3ccccc3)c12	0	0.2	5	-6	0.95	-6	1	1	0.99
CC1(C)OC2OC(C(=O)N/N=C/c3cc(Br)ccc3O)C3OC(C)(C)OC3C2O1 (stereo not given)	0	0.8	-3	1	1	-4	1	-57	1.6
COc1ccc(/C=N/NC(=O)CCSc2nc3ccccc3s2)cc1	-7	4.0	10	0	0.9	-3	-2	-5	1.1
COC(CNC(=O)c1cccc(-n2c(=S)[nH]c3cc(Cl)ccc3c2=O)c1)OC	-1	-0.9	14	1	0.85	-4	-3	5	0.95

2 of the compounds above, with two lines to a compound:
Every second line gives: NR3A LBD binder	MPTP block	mIAP inh	APOBEC3A inh	mIAP act	A3G deaminase	beta cell repl	hIAP inh	hIAP act
Cc1ccc(S(=O)(=O)Oc2cccc(N3C(=O)C4CC=CCC4C3=O)c2)cc1 (stereo not given)
  -1	1.7	2	-1	0.98	-2	-1	11	0.89
CCOc1ccc2nc(SC3CC(=O)N(c4ccc(C)cc4)C3=O)sc2c1 (stereo not given)
  3	0.3	7	-7	0.93	-6	-6	-6	1.1
